# m-calpain inh: inhibitors of pig calpain II; purified calpain II, fluorogenic peptide substrate, 30 min; inhibition, % at 16 µM; actives 0.37% (n = 220,000); AID 1236;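 active means inhibition above about 50%, limit read from the data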
# EP2 antag: inhibitors of human EP2 prostaglandin E2 receptor; P43116; C6 glioma cells expressing human EP2, cAMP TR-FRET; cells stimulated with saturating PGE2; inhibition, % at 25 µM; actives 0.52% (n = 260,000); AID 1422;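 active means percent inhibition above 40 after rounding to a whole number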;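 further: rat C6 glioma host cells with rolipram phosphodiesterase inhibitor present; the protocol text gives 20 µM as final concentration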
# Target sequence (P43116 whole entry, looked up): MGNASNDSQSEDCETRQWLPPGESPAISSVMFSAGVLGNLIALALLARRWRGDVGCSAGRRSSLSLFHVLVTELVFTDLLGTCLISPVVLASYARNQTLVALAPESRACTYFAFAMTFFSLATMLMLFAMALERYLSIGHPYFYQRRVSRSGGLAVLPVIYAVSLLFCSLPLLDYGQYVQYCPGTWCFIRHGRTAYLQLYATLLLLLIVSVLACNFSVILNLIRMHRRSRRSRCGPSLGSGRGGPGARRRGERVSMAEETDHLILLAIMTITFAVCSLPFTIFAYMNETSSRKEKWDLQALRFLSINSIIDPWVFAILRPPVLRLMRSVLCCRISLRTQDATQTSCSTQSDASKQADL
# eIF4E-4G inh: inhibitors of eIF4E and eIF4G interaction in translation initiation | P63073+Q04637 | TR-FRET eIF4E-eIF4GI(517-606) binding, 2 h | inhibition, % at 21.7 µM | actives 0.37% (n = 220,000) | AID 782;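 active means inhibition above about 30%, limit read from the data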;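 further: 0% = full FRET control wells and 100% = background wells lacking eIF4GI fragment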
# Tb hexokinase: blocks Trypanosoma brucei hexokinase 1 activity; recombinant TbHK1, G6PDH-coupled NADH A340; inhibition, % at 10 µM; actives 0.11% (n = 220,000); AID 1430;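 active means inhibition of 50% or more in the single-dose primary screen; inactive means inhibition below 50%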
# 14-3-3 Bad PPI: disrupts binding of bovine 14-3-3 zeta to phospho-Bad peptide; AID 781; inhibition, % at 21.7 µM; actives 0.71% (n = 220,000); P63103; TR-FRET 14-3-3zeta/Dy647-pBad peptide displacement, 1 h;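 active means inhibition above about 70%, limit read from the data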;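 further: 0% = full 14-3-3 plus peptide FRET controls and 100% = background without 14-3-3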
# Target sequence (P63103 whole entry, looked up): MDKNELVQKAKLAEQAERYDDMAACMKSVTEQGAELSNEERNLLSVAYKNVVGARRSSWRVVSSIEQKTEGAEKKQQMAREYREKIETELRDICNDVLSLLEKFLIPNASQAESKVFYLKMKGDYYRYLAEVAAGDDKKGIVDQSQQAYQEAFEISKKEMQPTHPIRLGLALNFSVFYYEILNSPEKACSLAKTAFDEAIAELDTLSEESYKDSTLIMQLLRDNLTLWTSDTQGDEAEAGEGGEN
# Hck-Nef inh: blocks Nef-activated human Hck kinase | Recombinant Hck-YEEI plus Nef, Z-Lyte FRET kinase assay | P08631 | actives 0.68% (n = 220,000) | AID 463187 | inhibition, % at 20 µM;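 active means Hck-Nef kinase inhibition above about 50%, limit read from the data; inactive means inhibition below that limit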;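 further: 0% = DMSO with Hck plus Nef and 100% = Hck alone without Nef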
# Rad51 HR inh: blocks human Rad51 in homologous recombination; hRad51 DNA strand exchange, fluorescence dequenching; inhibition, % at 10 µM; actives 0.085% (n = 200,000); AID 1385;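 active means inhibition above 40% at the single screening dose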;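 further: 0% = DMSO control wells and 100% = blanks with heterologous ssDNA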
# Target sequence (Q06609 whole entry, looked up): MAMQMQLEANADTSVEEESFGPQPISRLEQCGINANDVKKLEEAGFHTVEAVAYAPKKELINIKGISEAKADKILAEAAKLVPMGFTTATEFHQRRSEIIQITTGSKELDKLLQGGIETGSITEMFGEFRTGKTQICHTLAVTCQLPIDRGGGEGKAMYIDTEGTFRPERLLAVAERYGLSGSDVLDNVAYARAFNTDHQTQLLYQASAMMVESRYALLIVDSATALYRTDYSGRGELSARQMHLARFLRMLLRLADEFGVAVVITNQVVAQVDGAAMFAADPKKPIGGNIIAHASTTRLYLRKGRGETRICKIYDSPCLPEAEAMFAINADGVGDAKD
#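 Test system: preformed human Rad51 ssDNA filaments; also added: Donor/quencher-labelled 47-bp dsDNA substrate; doses: 10 µM final, single point; times: 37 °C 15-min filament assembly, 30-min compound preincubation, 15-min exchange; detection: FRET fluorescence dequenching, excitation 485 nm, emission 520 nm; read-out basis: Fluorescence-based percent inhibition, control- and blank-normalised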
# EP2 mod: EP2 receptor (human) modulation; EP2-expressing cells, cAMP HTRF FRET, PGE2 co-stimulation; induction, % at 25 µM; actives 0.83% (n = 260,000); AID 940;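 active means compounds whose cAMP rise, as percent of the full-agonist control response, exceeds 60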;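 further: rat C6 glioma line stably carrying human EP2 under a CMV promoter; the protocol text gives 20 µM as final concentration; 100% = response of wells given 1 µM PGE2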
# zVAD death inh: blocks zVAD induced death of L929 cells. L929 zVAD necroptosis rescue, ATP luminescence, 24 h; with zVAD 60 µM. viability rescue, % at 10 µM. actives 0.38% (n = 220,000);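 active means activation, scaled between plate controls, above about 75%, limit read from the data; inactive means activation under that limit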;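 further: 0% = zVAD with DMSO and 100% = DMSO alone without zVAD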
# * marks the source's active call; other numbers are inactive results; · = no result given; & = joins results of further samples; [ ] = remark or other dose.
SMILES,m-calpain inh,EP2 antag,eIF4E-4G inh,Tb hexokinase,14-3-3 Bad PPI,Hck-Nef inh,Rad51 HR inh,EP2 mod,zVAD death inh
O=C(COC(=O)c1cc(=O)c2ccccc2o1)NC1CCCCC1,18.1,4.8,7.2,9.6,2.1,-44.4,-1.4,8.4,-2.2
Cc1ccc(-c2csc(N)n2)s1,23.1,4.4,·,-1.8,·,1.1,1.0,-31.5,1.2
c1ccc(CCc2nn3c(Cc4ccccc4)nnc3s2)cc1,8.4,6.3,25.0[fluorescence artefact?],1.5,5.6[fluorescence artefact?],1.6,-10.5,-9.1,0.3
CCCOC(=O)CSc1nnc(-c2ccccc2Cl)o1,9.0,11.4,-3.7,3.6,2.2,0.8,-0.5,29.0,0.1
O=C(c1ccccc1C(F)(F)F)N1CCN(S(=O)(=O)c2ccccc2)CC1,-8.3,5.2,3.0[fluorescence artefact?],2.4,-18.6,0.1,-6.3,3.2,0.2
CC1(C)CC(/C=C/c2ccccc2)=Nc2ccccc2N1,7.2,8.5,2.3,-35.6,-2.9,-15.2,8.0,-8.3,-0.5
Cc1c(NC(=S)NC(=O)c2ccc(Br)o2)c(=O)n(-c2ccccc2)n1C,-7.5,2.5,-2.5,-0.3,-9.9,-2.8,6.5,20.1,0.9
COc1ccc(OC)c(C(=O)CSc2nnc(-c3ccc(OC)c(OC)c3)o2)c1,-50.3,7.1,-0.8[fluorescence artefact?],-6.9,7.5[fluorescence artefact?],1.4,-3.0,15.2,0.2
Cc1ccc(NC(=O)C(C)c2cccc(C(=O)c3ccccc3)c2)cc1 (stereo not given),-5.8,9.4,8.0,7.6,-7.8,-0.4,-1.1,-34.2,-0.5
COC(=O)c1cc(=O)nc2sc3cc(OC)ccc3n12,-125.9,13.2,0.3[fluorescence artefact?],-10.0,-0.1,3.1,1.1,34.3,0.5
CC(C)(C)C(=O)/C=C/Nc1ccccc1O,-38.8,9.0,4.7,-12.1,-15.3,1.9,·,-52.2,53.2
COCCCNC(=O)c1ccccc1C(F)(F)F,18.1,2.4,-8.5,-2.8,-2.5,11.3,·,-8.6,-0.7
COC(=O)C(CC(C)C)NC(=O)/C=C/c1ccccc1Cl (stereo not given),-9.4,9.9,-1.1,33.4,-25.1[fluorescence artefact?],2.7,-0.3,-45.4,1.2
Cc1onc(-c2c(F)cccc2Cl)c1C(=O)Nc1cccc(S(=O)(=O)NCc2ccco2)c1,-40.8,4.0,1.1,2.9,-16.0,19.4,5.8,-27.9,-0.6
CCOc1ccc(C2N(c3ccc(OC)cc3)C(=O)C3CCCN32)cc1OC (stereo not given),8.5,8.0,-1.9,-2.7,-11.9,-0.2,-3.3,20.2,-0.1

# Six records picked at random from the list so far, as already listed:
SMILES,m-calpain inh,EP2 antag,eIF4E-4G inh,Tb hexokinase,14-3-3 Bad PPI,Hck-Nef inh,Rad51 HR inh,EP2 mod,zVAD death inh
CC(C)(C)C(=O)/C=C/Nc1ccccc1O,-38.8,9.0,4.7,-12.1,-15.3,1.9,·,-52.2,53.2
COCCCNC(=O)c1ccccc1C(F)(F)F,18.1,2.4,-8.5,-2.8,-2.5,11.3,·,-8.6,-0.7
O=C(COC(=O)c1cc(=O)c2ccccc2o1)NC1CCCCC1,18.1,4.8,7.2,9.6,2.1,-44.4,-1.4,8.4,-2.2
COC(=O)c1cc(=O)nc2sc3cc(OC)ccc3n12,-125.9,13.2,0.3[fluorescence artefact?],-10.0,-0.1,3.1,1.1,34.3,0.5
Cc1onc(-c2c(F)cccc2Cl)c1C(=O)Nc1cccc(S(=O)(=O)NCc2ccco2)c1,-40.8,4.0,1.1,2.9,-16.0,19.4,5.8,-27.9,-0.6
Cc1c(NC(=S)NC(=O)c2ccc(Br)o2)c(=O)n(-c2ccccc2)n1C,-7.5,2.5,-2.5,-0.3,-9.9,-2.8,6.5,20.1,0.9

# Next part:
SMILES,m-calpain inh,EP2 antag,eIF4E-4G inh,Tb hexokinase,14-3-3 Bad PPI,Hck-Nef inh,Rad51 HR inh,EP2 mod,zVAD death inh
O=C(/C=C/c1ccccc1)c1ccc2c3c(cccc13)CC2,-150.7,13.6,-0.5[fluorescence artefact?],-6.4,-8.2,2.8,-8.6,2.4,2.3
COc1cc(Cl)c(C)cc1NC(=O)CSc1ccc(C)cc1,-3.5,8.8,3.6,4.9,-14.2,0.0,-7.1,35.5,0.5
CCN(CC)S(=O)(=O)c1cccc(C(=O)N[C@@H](C)c2nc3ccccc3[nH]2)c1,-13.8,1.5,-0.5,-2.2,-17.1,-0.7,13.2,-0.5,4.0
O=C(NCCc1c[nH]c2ccccc12)C(=O)NCC1CCCO1 (stereo not given),-27.4,5.8,-0.7,-0.3,-14.4,19.6,8.3,16.5,0.5
CN1/C(=C\C(=O)Nc2ccc(Br)cc2)C(C)(C)c2ccccc21,-2.8,12.7,1.1,-7.5,-2.5,3.8,26.4,-8.0,0.0
Cc1ccccc1NC(=O)Cn1c([N+](=O)[O-])cnc1C,-6.0,9.1,-2.7[fluorescence artefact?],-13.1,1.1,0.0,7.3,4.0,0.3
CCOc1[nH]n(-c2ccc(Cl)cc2)c(=O)c1C=NCC(=O)OC,-19.6,5.7,-0.1,-10.4,-10.1,20.3,-5.7,20.6,32.7
CC1(C)SC(=S)N(/N=C/c2ccccc2)C1N(O)C(=O)Nc1ccc([N+](=O)[O-])cc1 (stereo not given),0.6,22.8,-3.6,-4.1,-7.6,-0.9,6.3,2.8,0.4
O=C(NC1CCCCCC1)c1cccc(COCC(F)(F)F)c1,-0.5,9.0,1.4[fluorescence artefact?],3.3,0.0,-9.7,3.8,-31.5,0.7
O=c1c2ccccc2nnn1CSc1nnc(C2COc3ccccc3O2)n1-c1ccccc1 (stereo not given),1.3,13.4,-0.9,5.1,2.4,-12.0,-6.2,-18.6,-0.5
CC(C)c1ccc(OCC(O)CN2CCN(c3ccccc3)CC2)cc1 (stereo not given),-8.7,22.9,-5.5,1.6,54.0[fluorescence artefact?],1.3,4.2,-20.1,0.0
Cc1noc(C)c1COc1cccc(C(=O)OC(C)C(=O)Nc2c(C)n(C)n(-c3ccccc3)c2=O)c1 (stereo not given),25.1,1.9,-1.3,7.9,2.6,7.3,·,9.5,-0.4
O=C(N/N=C/c1cccnc1)C1CCCCC1,4.9,5.1,-2.5,-5.0,-1.1,24.6,6.5,-11.8,2.2
C=CCn1cc(C(=O)NCc2cccnc2)c(=O)c2cc(S(=O)(=O)N(CC)CC)ccc21,-0.8,7.2,6.9,-24.5,8.4,0.1,0.3,4.3,-1.0
COc1ccc(NC(=O)CCN2CCN(S(=O)(=O)c3ccc(Cl)cc3)CC2)cc1,-8.5,5.8,-8.7,-2.4,6.2[fluorescence artefact?],-1.1,1.3,-10.7,-0.5
Cc1ccccc1Nc1sc(C(=O)Nc2cccc(Cl)c2)c(N)c1C(N)=O,-16.1,8.2,-2.6,-0.4,-7.2,0.6,-8.3,-4.9,0.5
COc1ccc(C2=NOC(C(=O)Nc3c(C)n(C)n(-c4ccccc4)c3=O)C2)cc1 (stereo not given),-10.5,8.2,0.3,-1.3,3.5,1.0,-2.6,-0.5,4.1
COc1nc(-c2ccccc2)cc(-c2ccccc2)n1,6.2,12.1,2.4,-1.4,8.8,-0.2,·,9.7,0.6
CCOc1cc(NC(=S)Nc2ccccc2OC)c(OCC)cc1NC(=O)c1ccccc1C,12.4,0.5,-16.8,-8.5,-8.7[fluorescence artefact?],1.2,-3.2,12.5,0.4
NS(=O)(=O)c1ccc(-c2ccc(/C=N/Nc3ccc(C(=O)O)cc3)o2)cc1,-22.9,8.7,0.0,-25.2,3.5,-34.6,-36.8,-22.7,0.9
COc1c(C(CC(C)C)OC(C)=O)ccc2c1C(=O)OCc1cc(C)cc(O)c1O2 (stereo not given),12.0,12.2,-12.7,-4.5,-3.1,24.2,-0.3,35.6,1.0
CCN=C(NCC)SC1CC(=O)N(c2ccc(OCC)cc2)C1=O (stereo not given),-5.1,3.4,1.2,-4.7,-0.4,5.2,-1.1,-2.1,0.5
CCCC(=O)N=C1SC2CS(=O)(=O)CC2N1c1ccc(C(C)=O)cc1 (stereo not given),-11.3,11.2,-3.0,0.1,9.4,1.9,12.9,11.4,-0.3
COc1ccc(C)cc1NC(=O)COC(=O)Cc1ccc(-c2ccccc2)cc1,11.8,9.1,1.2,11.7,-4.9,2.0,-25.6,-3.1,0.9
CCN(CC)CCNC(=O)Cn1c(-c2ccccn2)nc2ccccc21,-69.4,5.7,-1.7,-4.7,-14.5,2.5,3.4,20.8,·
COc1cc2c(cc1OC)CN(CC(=O)NC(=O)NCc1ccco1)CC2,-43.3,10.3,6.4,-2.0,-12.6,-0.9,-1.4,17.5,-0.2
CCCCOc1ccc(C2C3CN(C(=O)OCC)CC=C3C(C#N)=C(N)C2(C#N)C#N)cc1OC (stereo not given),-439.3,10.3,-22.8,-12.9,-13.0,1.0,-8.1,-5.8,0.1
COc1c(C)cc(S(=O)(=O)N2CCOCC2)c(C)c1C,-24.1,6.3&10.6,1.4,-4.0,-6.7,21.7,-6.7,-22.8&-5.9,1.7
COc1ccc(-c2cc(C(F)(F)F)nc(N3CCN(C)CC3)n2)cc1,-79.3,2.4,3.3,-15.8,2.4,-1.0,-3.6,18.3,-0.5
COc1ccccc1OCCC(=O)NCc1ccc2c(c1)OCO2,-20.1,8.2,-0.6,-3.6,8.9,-5.0,9.2,-15.5,2.1
O=C(NCc1cccnc1)c1cccc(S(=O)(=O)N2CCOCC2)c1,-9.9,6.9,2.1,-2.3,-4.7,2.8,4.9,9.7,0.4
CCCCOc1cccc(-c2cc(C(=O)NNC(=S)NCC)c3ccccc3n2)c1,-108.3,7.4,-2.7,-7.2,-6.3,4.2,-0.2,-18.4,-0.6
CC(C)(C)n1c(=O)[nH]c2c(c1=O)CCC2,5.0,6.0,0.2,-3.4,-3.2,1.3,-3.5,5.2,2.5
Cc1cc(C(=O)CN2CC(C)OC(C)C2)c(C)n1-c1ccccc1 (stereo not given),14.6,8.0,20.3,1.7,12.0,-3.8,3.5,-4.9,0.3
Cc1cccc(C(=O)NC(=O)Nc2c(C)cc(C)nc2C)c1,28.0,8.3,0.3,5.5,1.6,-18.4,2.9,-23.9,-0.6
O=c1[nH][nH]c(-c2ccccc2)c1C=Nc1ccc(OC(F)(F)F)cc1,7.6,3.3,-2.5,-8.4,-17.6,28.9,0.1,-13.7,5.6
Cc1cc(Cl)c(S(=O)(=O)N2CCCCCC2)cc1OCC(=O)NC1CCCCC1,4.0,7.1,-0.9,-3.0,9.8,-2.0,-4.4,-13.6,-0.7
Cc1c(NC(=O)COc2cccc3c2OC(C)(C)C3)c(=O)n(-c2ccccc2)n1C,5.9,7.6,-0.3,3.3,-2.8,2.6,2.5,14.2,1.5
O=C(c1n[nH]c2ccccc12)N1CCCCC1,7.5,-0.1,2.4,9.5,-4.2,-31.6,2.9,4.2,-0.5
Cc1ccccc1-n1ccnc1SCC(=O)NCc1ccco1,-55.8,9.4,2.8,-0.1,-11.8,17.8,7.8,26.6,3.1
Cc1cc(Cl)ccc1C(=O)C1CCCN(C(=O)c2cnsn2)C1 (stereo not given),-6.5,3.4,-0.2,-1.4,-6.5,18.2,6.2,-25.1,-0.3
c1ccc(OCc2nc(-c3ccccc3)no2)cc1,5.4,10.3,1.4,-1.6,-3.4,-0.9,-3.1,13.7,0.1

# Not all compounds are listed; count on the stated rates, not on these rows.
